TGFb SMAD3 inh = TGF-b pathway inhibition; HepG2 CAGA-GFP TGF-b/SMAD3 reporter, GFP fluorescence, 18 h; TGF-beta stimulated, 500 pg/mL final; Potency, µM (doses to about 46.1 µM), without a hit: at the top dose activity, negative = inhibition, actives largely listed as inhibitors; 410,000 compounds, 1.2% hits; AID 588855; note: potency is the fitted concentration of half-maximal effect; % is set by controls: 0 for no effect and ±100 for the full control effect; nearly all actives have a fitted effect of over 65% in size
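GFP signal (ex488/em500-530) from TGF-beta-stimulated HEPG2 CAGA-GFP cells, 500 pg/mL final, 18 h at 37 degrees C in DMEM plus 1% FBS, normalized to unstimulated and DMSO-stimulated controls.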
ATXN viability = cell viability loss in ATXN counter-screen | S2 cells (HEK-293 line with an ATXN2-luciferase reporter) viability, CellTiter-Fluor protease fluorescence, 24 h | Potency, µM (doses to about 56.7 µM), most hits filed as cytotoxic | 400,000 compounds, 0.49% hits; note: potency is the fitted concentration of half-maximal effect; nearly all actives have a fitted effect of over 40% in size
EPAC2 agonist = EPAC2 (human) agonism. AID 720711. Potency, µM (series often up to 154 µM), inactives show top-dose activation, actives largely listed as activators. EPAC2 activation, biochemical qHTS; response scale: 100% = 6.5 mM cAMP response. 360,000 compounds, 0.079% hits; note: potency is the fitted concentration of half-maximal effect; nearly all actives have a fitted effect of over 50% in size
Target sequence (Q8WZA2 whole entry, looked up): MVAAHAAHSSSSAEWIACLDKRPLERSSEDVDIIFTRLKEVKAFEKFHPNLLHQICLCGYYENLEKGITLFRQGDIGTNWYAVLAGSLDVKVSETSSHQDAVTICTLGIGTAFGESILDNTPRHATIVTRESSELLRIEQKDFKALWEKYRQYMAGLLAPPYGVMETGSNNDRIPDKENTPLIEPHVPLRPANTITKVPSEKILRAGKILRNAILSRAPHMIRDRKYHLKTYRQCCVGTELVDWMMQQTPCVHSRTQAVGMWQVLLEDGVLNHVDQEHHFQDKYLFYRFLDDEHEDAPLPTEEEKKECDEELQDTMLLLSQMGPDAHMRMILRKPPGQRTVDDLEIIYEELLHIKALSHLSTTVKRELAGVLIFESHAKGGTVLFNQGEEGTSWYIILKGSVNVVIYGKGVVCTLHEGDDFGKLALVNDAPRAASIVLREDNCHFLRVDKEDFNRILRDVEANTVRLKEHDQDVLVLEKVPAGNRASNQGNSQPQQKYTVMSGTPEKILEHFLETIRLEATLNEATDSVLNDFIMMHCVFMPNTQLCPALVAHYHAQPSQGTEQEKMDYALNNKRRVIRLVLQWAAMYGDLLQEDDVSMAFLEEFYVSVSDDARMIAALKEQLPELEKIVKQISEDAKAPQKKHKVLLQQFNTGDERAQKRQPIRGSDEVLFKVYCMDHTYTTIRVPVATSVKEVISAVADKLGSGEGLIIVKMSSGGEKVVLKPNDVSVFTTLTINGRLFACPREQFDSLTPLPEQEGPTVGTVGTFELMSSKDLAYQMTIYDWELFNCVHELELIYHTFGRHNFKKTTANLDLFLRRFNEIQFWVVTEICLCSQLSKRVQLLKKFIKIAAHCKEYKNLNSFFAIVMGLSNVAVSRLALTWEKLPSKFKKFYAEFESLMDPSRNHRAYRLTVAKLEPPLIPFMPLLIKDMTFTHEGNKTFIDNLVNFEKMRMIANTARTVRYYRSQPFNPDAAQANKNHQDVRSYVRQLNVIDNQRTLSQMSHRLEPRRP
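Each well held 100 nM EPAC2, 250 nM RAP1B-BODIPY-GDP and 50 uM GDP. Fluorescence, read at 5-min intervals to 30 min, was referenced to a 6.5 mM cAMP positive control.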
Nrf2 ARE act = activators of Nrf2 (ARE) signaling; 410,000 compounds, 0.31% hits; AID 624171; Potency, µM (titrated, usually from 46.1 µM), without a hit: top-dose activation, actives largely listed as activators; AREc32 ARE-luciferase reporter (MCF7-derived line), luminescence, 24 h; note: potency is the fitted concentration of half-maximal effect; % of control where 0% means no effect; nearly all actives have a fitted effect of over 65% in size
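AREc32_Fluc, 1000 cells/well, OPTI-MEM + 5% FBS, o/n 37 deg C 5% CO2; 23 nL cpd by pin tool, 24 hr; Steady-Glo 30 min RT, luminescence.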
Nrf2 block = inhibitors of Nrf2 signaling; A549 ARE-Fluc reporter, luciferase luminescence, 18-24 h; Potency, µM (series often up to 46 µM), for the others: top-dose activity change, negative = inhibition, usual class: inhibitors; 360,000 compounds, 2.1% hits; AID 504444; note: potency is the fitted concentration of half-maximal effect; % is set by controls: 0 for no effect and ±100 for the full control effect; nearly all actives have a fitted effect of over 60% in size
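Cells were seeded and rested 2 h, then exposed to compounds for 18-24 h. CellTiter-Fluor was read first as a viability measure. BugLite was added 15 min before the final luminescent read of ARE-luciferase activity in A549 cells.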
A549 tox = kills or reduces viability of A549 cells in Nrf2 counter-screen; Potency, µM (series often up to 46 µM), for the others: at the top dose activity change, negative = cytotoxicity, usual class: inhibitors; AID 504648; 390,000 compounds, 0.16% hits; A549 ARE-Fluc cells, CellTiter-Fluor viability, 18-24 h; note: potency is the fitted concentration of half-maximal effect; % is set by controls: 0 for no effect and ±100 for the full control effect
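Cytotoxicity counterscreen: CellTiter-Fluor fluorescence was measured in A549 ARE_Fluc cells after 18-24 h of compound exposure in a concentration series. The subsequent BugLite luminescent read reports ARE-luciferase activity.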
ATXN2 expr inh = ATXN2 expression inhibition | HEK-293 ATXN2-luciferase reporter, luminescence, 24 h | Potency, µM (top dose mostly 57 µM), for the others: top-dose activity change, negative = inhibition, usual class: inhibitors | 360,000 compounds, 0.72% hits; note: potency is the fitted concentration of half-maximal effect; % is set by controls: 0 for no effect and ±100 for the full control effect; nearly all actives have a fitted effect of over 55% in size
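qHTS (up to 57 uM final) was run with 24 h compound exposure of reporter cells at 37 °C. Each well was multiplexed: SteadyGlo luminescence measured ATXN2-luciferase expression after a fluorogenic Gly-Phe-AFC viability readout (25 uM final).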
IL2 activator = IL-2 activation; activation, % (series mostly up to about 46 µM); IL-2 activation reporter assay, cell-based qHTS; stimulated with anti-CD3/CD4/CD28 beads; in transgenic mouse T cells; AID 652025; 360,000 compounds, 0.065% hits; in the data active = activation above about 50%; inconclusive = mostly about 30% to 49%; note: 0% is about no effect
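Quantitative HTS in unstimulated transgenic mouse T cells, with memory T cells as non-tolerant control and PMA/ionomycin as tolerance-bypass control. Compound pretreatment lasted 60 minutes before 18 h bead stimulation; EGFP/DsRed fluorescence read.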
HepG2 viability = HepG2 cytotoxicity, counter-screen for TGF-b inhibitors; HepG2 CAGA-GFP viability, ATP luminescence, 18 h; Potency, µM (titrated, usually from 46.1 µM), for the others: at the top dose activity change, negative = cytotoxicity, hits mostly cytotoxic; 410,000 compounds, 0.76% hits; note: potency is the fitted concentration of half-maximal effect; some results filed as inactive show a strong effect at the top dose
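CellTiter-Glo luminescence gave cytotoxicity after 18 hours at 37 degrees C. The cells were HepG2 CAGA-GFP in 1% FBS DMEM, stimulated with 500 pg/mL TGF-beta after compound addition. %Activity was normalised to no-cell wells (complete cell-killing) and DMSO (no toxicity), and curves were fitted and classified.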
* hit, by the source's call; i = inactive; ? = inconclusive; . = no result given; [ ] = dose if it differs, or a comment. Unless noted, calls come from the whole dose curve; as a rule, active = well fitted curve in the direction sought with a large enough effect; inconclusive = small, poorly fitted or top-dose-only effect, or another doubt; inactive = no such curve, though single readings can be large; an effect the other way counts as inactive or inconclusive.

SMILES | TGFb SMAD3 inh | ATXN viability | EPAC2 agonist | Nrf2 ARE act | Nrf2 block | A549 tox | ATXN2 expr inh | IL2 activator | HepG2 viability
C[C@@H]1CN([C@@H](C)CO)C(=O)CCCn2nncc2CO[C@@H]1CN(C)C(=O)c1ccncc1 | 8.6% | i | 8.6% | -0.9% | . | . | -7.1% | -2.2 | -1.6%
COc1cccc(C(=O)c2c(C)c(CCC#N)n3ccccc23)c1OC | -1.4% | i | 1.5% | 18.5% | 1.0% | -8.3% | 1.9% | -1.5 | -5.4%
CC(=O)c1c(C)[nH]c(C(=O)NC2CCSc3ccccc32)c1C (stereo not given) | 0.0% | i | 16.3% | 1.4% | ? | 1.8% | 3.4% | -2.0 | -7.7%
CCCn1nc(NC(=O)C2CCCO2)c2cc3cc(C)ccc3nc21 (stereo not given) | -26.5% | i | 3.6% | 2.8% | ? | 3.6% | 41.5%[activator] | -4.3 | -17.3%
Cc1ccc(-c2nc3c4ccccc4n(CC(=O)N4CCN(c5ccc(F)cc5)CC4)c(=O)n3n2)cc1 | 10.1% | i | . | -0.3% | . | 0.1% | 3.9% | . | 5.1%
CCN1CCN(c2cc(C)c3cc(NC(=O)c4cc(OC)c(OC)c(OC)c4)ccc3n2)CC1 | -8.4% | ? | . | 22.4% | . | -17.1% | 0.4% | . | -56.3%
O=C1/C(=C/c2cccs2)NC(=S)N1C1CC1 | -5.8% | i | 2.3% | ? | -5.8% | 2.0% | 9.6% | -2.4 | -29.3%
COc1cccc(OC)c1C(=O)NC(=S)Nc1ccc2oc(-c3ccncc3)nc2c1 | -1.4% | i | 0.7% | -0.4% | 4.2% | -4.1% | -18.7% | -0.7 | 12.7%
CC(C)[N+]1(C)[C@@H]2CC[C@@H]1CC(OC(=O)C(CO)c1ccccc1)C2 (stereo not given in full) | 7.0% | i | 7.2% | 0.4% | 0.3% | -2.0% | 3.0% | 2.0 | -3.0%
COc1cc(NC(=O)CSc2ccc(-c3cccnc3)nn2)cc(OC)c1 | 2.0% | i | 7.7% | -0.4% | -10.9% | 2.7% | 2.6% | -1.2 | -3.4%
CC(C(=O)Nc1ccc2c(c1)OCCO2)N(C)Cc1c(F)cccc1Cl (stereo not given) | -1.6% | i | 10.9% | 0.0% | ? | -11.4% | -13.9% | -0.3 | 2.4%
CC(=O)NC(CC(=O)Nc1cc(Cl)ccc1-n1cncn1)c1ccccc1 (stereo not given) | -3.8% | i | 2.4% | 2.5% | 11.7% | 0.4% | 3.1% | 2.2 | -3.5%
COc1cc(NC(=S)NCCO)c(OC)cc1Cl | 21.8% | i | 16.3% | 0.2% | 3.6% | 2.5% | 13.5% | -2.8 | 8.8%
COc1ccccc1CNC(=O)C(Cc1c[nH]c2ccccc12)NC(=O)OCc1ccccc1 (stereo not given) | 11.2µM* | ? | -0.3% | 1.7% | ? | -15.6% | -3.1% | -0.6 | -10.3%
O=C(COc1ccc(Br)cc1Cl)NC(=O)NCc1ccccc1 | 0.0% | i | -6.4% | -0.4% | 5.5% | 0.3% | 1.2% | 1.7 | -9.2%
CSCC[C@H](NC(=O)NCc1ccccc1F)C(=O)O | -2.7% | i | 10.1% | -0.3% | 21.5% | 5.5% | 2.9% | 1.1 | -1.1%
O=C1NC(=S)S/C1=C\c1ccc2ccccc2c1 | -10.7% | ? | -4.0% | 2.2% | 4.0% | -15.9% | . | 0.2 | -1.2%
CCN1CCCC1CNC(=O)c1cc(N)ccc1OC (stereo not given) | -2.1% | i | 7.3% | -0.1% | -8.7% | -1.2% | 0.4% | -0.1 | 18.9%
O=C1c2ccccc2C2=Nc3ccccc3SC(c3ccc(Cl)cc3)C12 (stereo not given) | ? | ? | -10.1% | 0.4% | 4.8% | 0.4% | -0.8% | -2.5 | -23.3%
CCOc1ccc(OCc2ccc(C(=O)N3CCc4ccccc4C3)o2)cc1 | -6.6% | i | 11.4% | 0.9% | ? | -4.3% | 56.1%[activator] | -0.7 | -7.3%
CC(=O)c1cccc(NC(=O)/C=C/c2ccc(S(=O)(=O)N3CCOCC3)cc2)c1 | -13.4% | ? | 1.5% | 1.3% | -25.4% | -7.6% | ? | -0.2 | -10.4%
Fc1ccc(CSc2ncnc3nc[nH]c23)cc1 | -21.8% | i | 7.0% | -1.5% | -3.5% | -1.9% | 9.2% | -1.7 | -42.7%
O=C1CN(C(=O)c2ccc(S(=O)(=O)N3CCCC3)cc2)C(c2ccccc2)c2cc(Cl)ccc2N1 (stereo not given) | -22.8% | ? | . | 4.1% | 3.0%[9.27 µM] | -4.5% | -32.2% | . | -28.9%
CC(=O)c1cccc(NC(=O)NN2CCN(C)CC2)c1 | -0.2% | i | 4.0% | 0.1% | 3.4% | -3.5% | -1.1% | 1.2 | 3.9%
Cc1cc2occ(CC(=O)OCC(=O)Nc3sc4c(c3C#N)CCC(C)C4)c2cc1C (stereo not given) | 0.0% | i | -3.2% | 23.0% | 1.5% | -4.3% | 23.0% | -0.3 | 1.6%
Cc1ccc(NC(=O)CSc2ccc(-c3ccco3)nn2)c(C)c1 | 13.1% | i | 1.5% | 30.2% | -10.1% | -11.0% | -5.2% | -2.1 | -0.4%
O=C(NCc1c(Cl)cccc1Cl)c1ccc2nnsc2c1 | 0.0% | i | 17.0% | 4.3% | -10.6% | 8.4% | -18.0% | -3.1 | -37.5%
Cc1c(Cl)cccc1NC(=S)NCC(c1cccnc1)N(C)C (stereo not given) | 13.4% | i | 13.1% | 0.1% | 2.5% | 1.8% | -16.8% | 0.5 | 0.9%
Cc1ccccc1CNC(=O)Cn1c(=O)c2cccn2c2cccnc21 | -15.2% | . | . | 11.9% | 17.6% | 14.4% | . | . | -2.7%
COc1ccc(N(CC(=O)N/N=C(\C)c2ccccc2)S(=O)(=O)c2ccccc2)cc1 | -3.2% | i | -3.8% | 1.2% | -4.4% | -5.3% | -1.3% | -3.7 | -6.7%
Cc1ccc(NS(=O)(=O)c2cccc3cccnc23)c(Cl)c1 | -18.5% | i | 8.6% | 3.9% | -12.5% | 1.1% | . | 0.1 | -25.9%
C[C@H](CO)N1C[C@H](C)[C@@H](CN(C)C(=O)Nc2ccc(C(F)(F)F)cc2)Oc2ccc(NC(=O)Cc3ccccc3)cc2C1=O | ? | ? | 2.5% | 2.8% | -18.9% | -3.5% | ? | -2.4 | 5.2%
C/C(=C/c1oc2ccc(O)cc2c1[N+](=O)[O-])N(C)C | -10.9% | ? | -7.5% | ? | ? | ? | 21.8% | 3.9 | 2.4%
O=C(CN1C(=O)C(=O)N(C2CCCC2)C1=O)Nc1ccc([N+](=O)[O-])cc1 | 2.7% | i | -1.0% | 0.0% | 0.1% | -11.4% | -8.2% | -2.8 | -34.6%
Cc1ccc(NC(=O)c2oc3ccc(S(=O)(=O)N4CCCCC4)cc3c2C)cc1Cl | -15.9% | i | . | -0.6% | . | -0.2% | -5.0% | . | -9.4%
CCOCCCNC(=O)c1ccccc1SC | ? | i | 16.4% | 0.0% | -6.7% | -1.3% | 5.9% | -2.7 | -4.6%
COc1ccc(/C=C/C(=O)Nc2ccc3nc(N4CCC(C)CC4)cc(C)c3c2)cc1OC | -28.6% | . | . | 0.5% | 1.2%[9.27 µM] | ? | . | . | -20.0%
COc1ccc(-c2ccc(C(C)=O)cc2)cc1C1C2C=CCCC2(C)C(=O)N1Cc1ccccc1 (stereo not given) | -33.3% | . | . | . | 16.4µM* | ? | . | . | -2.7%
CC(C)(C)CC(=O)NCCCCCCNC(=O)CC(C)(C)C | 7.7% | ? | -16.2% | -1.0% | 2.1% | 3.3% | 1.7% | 0.7 | -2.2%
CCOc1ccc(CCNC(=O)CN2CCN(Cc3ccccc3C)C2=O)cc1OCC | 22.4% | i | -6.3% | -0.1% | . | 12.4% | -3.9% | 7.2 | 10.5%
CC(C)c1cc(NCCCN2CCOCC2)n2c(nc3ccccc32)c1C#N | -2.0% | . | 8.3% | -0.2% | 2.0% | -6.3% | . | -0.7 | -10.6%
CC(C)(C)NS(=O)(=O)c1cnc(Cl)c(Cl)c1 | -1.0% | i | -10.3% | ? | 7.3% | -1.8% | -4.7% | 0.7 | 5.4%

Ordered by formula weight (largest number first): 6 of the compounds above
SMILES | TGFb SMAD3 inh | ATXN viability | EPAC2 agonist | Nrf2 ARE act | Nrf2 block | A549 tox | ATXN2 expr inh | IL2 activator | HepG2 viability
COc1ccc(-c2ccc(C(C)=O)cc2)cc1C1C2C=CCCC2(C)C(=O)N1Cc1ccccc1 (stereo not given) | -33.3% | . | . | . | 16.4µM* | ? | . | . | -2.7%
Cc1ccc(NC(=O)c2oc3ccc(S(=O)(=O)N4CCCCC4)cc3c2C)cc1Cl | -15.9% | i | . | -0.6% | . | -0.2% | -5.0% | . | -9.4%
CCOc1ccc(CCNC(=O)CN2CCN(Cc3ccccc3C)C2=O)cc1OCC | 22.4% | i | -6.3% | -0.1% | . | 12.4% | -3.9% | 7.2 | 10.5%
Cc1cc2occ(CC(=O)OCC(=O)Nc3sc4c(c3C#N)CCC(C)C4)c2cc1C (stereo not given) | 0.0% | i | -3.2% | 23.0% | 1.5% | -4.3% | 23.0% | -0.3 | 1.6%
Cc1c(Cl)cccc1NC(=S)NCC(c1cccnc1)N(C)C (stereo not given) | 13.4% | i | 13.1% | 0.1% | 2.5% | 1.8% | -16.8% | 0.5 | 0.9%
Cc1ccc(NC(=O)CSc2ccc(-c3ccco3)nn2)c(C)c1 | 13.1% | i | 1.5% | 30.2% | -10.1% | -11.0% | -5.2% | -2.1 | -0.4%

Source: PubChem

Hits appear at their usual frequency (roughly 4.3% active in at least one column).
